PAFAH1B2 inh: PAFAH1B2 enzyme inhibitors, primary screen, biochemical, fluorescence polarization, human; inhibition, % at 3.39 µM; recombinant PAFAH1B2, FP-rhodamine activity probe; hit rate 1.2% among 340,000;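 active = inhibition above the mean of all tested compounds plus 3 SD, cut at about 24% in these data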;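 note: 0% = enzyme with DMSO and 100% = wells lacking PAFAH1B2; many of its hits are not listed in these tables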
Target sequence (P68402 whole entry, looked up): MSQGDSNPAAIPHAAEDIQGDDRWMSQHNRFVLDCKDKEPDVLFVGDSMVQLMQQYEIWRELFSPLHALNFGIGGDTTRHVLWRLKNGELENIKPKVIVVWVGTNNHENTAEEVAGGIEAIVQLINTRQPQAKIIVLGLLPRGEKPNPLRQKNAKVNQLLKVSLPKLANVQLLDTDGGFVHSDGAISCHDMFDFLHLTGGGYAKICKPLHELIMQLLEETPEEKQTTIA
EBNA-1 inh: EBNA-1 DNA-binding inhibitors, primary screen, biochemical, fluorescence polarization. inhibition, % at 14.8 µM. hit rate 0.34% among 300,000; in the data active = inhibition above about 28%
ZTA counter: blocks Epstein-Barr virus ZTA, an EBNA-1 counter-screen; hit rate 0.15% among 320,000; ZTA-DNA binding, fluorescence polarization; inhibition, % at 11 µM; P03206; AID 2234; in the data active = inhibition above about 33%
PAFAH2 FP inh: PAFAH2 enzyme inhibitors, primary screen, biochemical, fluorescence polarization, human; recombinant PAFAH2, FP-rhodamine activity probe; AID 492956, 2010; hit rate 0.99% among 340,000; inhibition, % at 3.39 µM; Platelet-activating factor acetylhydrolase 2, cytoplasmic (Homo sapiens), Q99487;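 active = inhibition above the mean over all tested compounds plus 3 SD, cut at about 30% in these data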;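 note: inhibitors block probe labeling of enzyme so polarization drops; 0% = enzyme with DMSO and 100% = wells lacking PAFAH2 protein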
PREPL inhibitor: PREPL enzyme inhibitors, primary screen, biochemical, fluorescence polarization; recombinant PREPL, fluorescence polarization activity-based probe; hit rate 0.68% among 320,000; inhibition, % at 5.96 µM; in the data active = inhibition above about 43%;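 note: 0% = enzyme with DMSO and 100% = wells lacking enzyme; many of its hits are not listed in these tables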
pPAFAH FP inh: pPAFAH enzyme inhibitors, primary screen, biochemical, fluorescence polarization, human; AID 463082, 2010; recombinant pPAFAH, FP-rhodamine probe fluorescence polarization; hit rate 1.5% among 330,000; inhibition, % at 3.39 µM;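 active = inhibition above the mean inhibition across the screen plus 3 SD, cut at about 25% in these data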;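 note: inhibitors block binding of the rhodamine activity-based probe so polarization drops; 0% = enzyme with DMSO and 100% = wells lacking pPAFAH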
LYPLA2 counter: LYPLA2 inhibitors, primary screen, counter-screen for PME1 inhibitor project, biochemical, fluorescence polarization, FP-Rh probe ABPP; Acyl-protein thioesterase 2 (Homo sapiens), O95372; recombinant LYPLA2; inhibition, % at 5.9 µM; hit rate 0.38% among 320,000; AID 2177, 2009;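 active = inhibition above the screen-wide mean plus 3 SD, limit set per campaign, cut at about 26% in these data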;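 note: 0% = LYPLA2 with DMSO and 100% = wells lacking LYPLA2 enzyme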
Target sequence (O95372 whole entry, looked up): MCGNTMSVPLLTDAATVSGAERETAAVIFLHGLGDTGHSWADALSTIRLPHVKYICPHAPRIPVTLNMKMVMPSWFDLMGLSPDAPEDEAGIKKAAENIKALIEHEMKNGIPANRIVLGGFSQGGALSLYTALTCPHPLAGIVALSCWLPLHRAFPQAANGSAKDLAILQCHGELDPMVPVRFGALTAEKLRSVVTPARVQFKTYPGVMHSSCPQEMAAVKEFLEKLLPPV
LYPLA1 inh: LYPLA1 inhibitors, primary screen, counter-screen for PME1 inhibitor project, biochemical, fluorescence polarization, FP-Rh probe ABPP; Acyl-protein thioesterase 1 (Homo sapiens), O75608; recombinant LYPLA1; inhibition, % at 5.9 µM; hit rate 0.16% among 320,000; AID 2174, 2009;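 active = inhibition above the mean of all tested compounds plus 3 SD, set per campaign, cut at about 14% in these data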;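 note: inhibitors block serine hydrolase probe labeling of LYPLA1 so polarization falls; 0% = enzyme with DMSO and 100% = wells lacking LYPLA1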
Target sequence (O75608 whole entry, looked up): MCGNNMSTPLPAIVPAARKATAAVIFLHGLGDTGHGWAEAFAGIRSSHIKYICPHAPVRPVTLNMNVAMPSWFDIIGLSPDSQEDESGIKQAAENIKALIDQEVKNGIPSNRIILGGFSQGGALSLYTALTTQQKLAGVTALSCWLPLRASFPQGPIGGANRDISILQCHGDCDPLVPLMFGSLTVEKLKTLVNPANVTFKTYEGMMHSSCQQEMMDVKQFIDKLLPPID
PAFAH1B3 inh: PAFAH1B3 enzyme inhibitors, primary screen, biochemical, fluorescence polarization, human; Platelet-activating factor acetylhydrolase IB subunit alpha1 (Homo sapiens), Q15102; recombinant PAFAH1B3, FP-rhodamine probe; inhibition, % at 3.39 µM; hit rate 0.28% among 340,000;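 active = inhibition above the screen-wide average of all tested compounds plus 3 SD, cut at about 25% in these data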;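 note: 0% = enzyme with DMSO only and 100% = wells lacking PAFAH1B3 protein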
Target sequence (Q15102 whole entry, looked up): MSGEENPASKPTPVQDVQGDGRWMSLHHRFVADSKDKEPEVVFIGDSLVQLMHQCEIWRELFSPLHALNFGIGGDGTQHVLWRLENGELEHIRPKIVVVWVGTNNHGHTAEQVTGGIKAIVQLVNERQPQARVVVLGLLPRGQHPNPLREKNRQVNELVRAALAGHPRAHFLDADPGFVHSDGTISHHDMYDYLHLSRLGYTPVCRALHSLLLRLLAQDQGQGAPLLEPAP
Starred values were filed as active, the others as inactive; . = no result given.

Molecule,PAFAH1B2 inh,EBNA-1 inh,ZTA counter,PAFAH2 FP inh,PREPL inhibitor,pPAFAH FP inh,LYPLA2 counter,LYPLA1 inh,PAFAH1B3 inh
CN1/C(=C\C(=O)C[n+]2cccc(C(N)=O)c2)C(C)(C)c2ccccc21,-5,1,12,-4,-55,1,-8,-5,-1
CCc1cccc(NC(=O)Cn2c(=O)c3cccn3c3ccccc32)c1,1,-2,6,2,2,-5,-3,-2,-4
COc1ccc(-c2csc(NC(=O)CCN3C(=O)C4CC=CCC4C3=O)n2)cc1OC (stereo not given),2,-3,-7,0,15,5,0,-4,4
O=C(Nc1cccc(C(=O)O)c1)/C(=C\c1ccc2c(c1)OCO2)NC(=O)c1ccc(Br)cc1,-2,-4,9,-2,-13,-3,-1,-1,9
Cc1ccc(-n2ncc3c(N4CCN(c5ccc(F)cc5)CC4)ncnc32)c(C)c1,0,-2,1,4,13,-3,4,2,3
CCCCCOC(=O)Cn1c(N2CCCCCC2)nc2c1c(=O)[nH]c(=O)n2C,2,2,8,1,31,-1,4,5,10
CN1CCN(C2=C(Cl)C(=O)N(Cc3ccccc3)C2=O)CC1,2,-16,4,-6,14,7,1,-2,-1
CCN(CC)c1ccc(/C=N/N2CCN(Cc3ccccc3Cl)CC2)c(O)c1,1,7,20,3,-3,4,-6,-4,9

Complete entries from above. Values in the order: PAFAH1B2 inh | EBNA-1 inh | ZTA counter | PAFAH2 FP inh | PREPL inhibitor | pPAFAH FP inh | LYPLA2 counter | LYPLA1 inh | PAFAH1B3 inh
Profile of COc1ccc(-c2csc(NC(=O)CCN3C(=O)C4CC=CCC4C3=O)n2)cc1OC (stereo not given) = 2 | -3 | -7 | 0 | 15 | 5 | 0 | -4 | 4
Profile of O=C(Nc1cccc(C(=O)O)c1)/C(=C\c1ccc2c(c1)OCO2)NC(=O)c1ccc(Br)cc1 = -2 | -4 | 9 | -2 | -13 | -3 | -1 | -1 | 9

Remaining list, next part:
Molecule,PAFAH1B2 inh,EBNA-1 inh,ZTA counter,PAFAH2 FP inh,PREPL inhibitor,pPAFAH FP inh,LYPLA2 counter,LYPLA1 inh,PAFAH1B3 inh
C=CCn1c(COc2ccc(F)cc2)nnc1SC(C)C(=O)NCC1CCCO1 (stereo not given),9,.,-15,0,-14,-4,3,-1,5
Cc1[nH]ccc(=O)c1OCc1c(F)cccc1Cl,-5,5,16,8,0,0,-1,-1,2
CC(=O)c1nn(-c2cccc(Br)c2)cc1C(=O)c1ccc2ccccc2c1,3,-3,0,1,9,-4,3,-1,3
COC(=O)c1sccc1-c1ccc(/C=N/OC(=O)c2ccccc2)o1,-1,1,-10,21,43*,2,-3,-4,-3
CCCCn1nnnc1SCC(=O)Nc1ccc(F)cc1,-2,13,4,5,-6,2,12,2,2
COCCCNC1=C(Cl)C(=O)c2ccccc2C1=O,6,-1,4,0,5,2,-2,0,9
Cc1ccc(Cl)c2sc(NC(=O)C3CC3)nc12,-3,2,4,-5,-7,-3,-2,-2,3
O=C(Cc1ccc(Cl)cc1)NC(=S)Nc1ccccc1N1CCOCC1,21,-4,1,2,12,-5,5,-3,-3
CCCn1nc(C(=O)OCC(=O)Nc2cccc(S(N)(=O)=O)c2)c2ccccc2c1=O,0,-24,1,4,-8,-2,-8,-3,7
Cn1/c(=N/N=C/c2ccc(N3CCOCC3)cc2)sc2ccccc21,2,7,8,0,12,11,13,3,5
CCCCn1c(SCC(=O)Nc2ccccc2C(F)(F)F)nc2ccsc2c1=O,0,-11,-39,-5,-2,-1,9,1,4
CCOC(=O)C1=C(C)NC(C)=C(C(=O)OCC)C1C(=O)OCC(=O)N(CC)C1CCS(=O)(=O)C1 (stereo not given),2,5,10,6,-3,7,6,3,2
CCCCn1c(SCC(=O)N(CC)C2CCS(=O)(=O)C2)nnc1C(CC)N(C)C (stereo not given),-1,2,2,2,2,3,4,-2,5
Cc1ccc(S(=O)(=O)NC2OC(=O)C(Cl)=C2Cl)cc1 (stereo not given),-1,5,14,7,-3,2,0,1,2
Cc1cc(F)ccc1NC(=O)CCc1ccc(S(=O)(=O)N2CCOCC2)cc1,-3,.,3,0,3,0,4,1,15
CCOc1ccc(N2CC(NC(=O)c3ccc4ccccc4c3)CC2=O)cc1 (stereo not given),-2,0,12,-5,-16,0,-1,0,-6
O=C(NCc1nnc(SCC(=O)N2CCCc3ccccc32)o1)c1ccccc1F,-5,-1,-18,-4,-4,-1,3,-1,-12
O=C(CSc1nnc(CN2CCCC2)n1-c1ccccc1)c1ccc2c(c1)OCO2,1,.,.,-3,22,12,.,.,5
O=C(CSc1ncnc2c1nnn2Cc1ccccc1F)NCC1CCCO1 (stereo not given),2,4,-22,2,-7,2,9,2,9
COc1cc(C2SC(C)C(=O)N2CCc2ccccc2)cc(OC)c1OC (stereo not given),6,-1,0,2,0,3,3,4,5
CCOC(=O)C(C)Sc1nc(-c2ccccc2)nc2ccccc12 (stereo not given),-3,-5,17,-10,2,3,-9,-4,10
COCn1ccnc1C(O)(c1ccc(OC)cc1)c1ccc(OC)cc1,2,1,-5,-3,8,-2,2,8,2
CCCC(C)CO (stereo not given),4,.,3,0,-1,-1,7,3,0
COc1ccc(C(Nc2ccc(S(=O)(=O)N3CCOCC3)cc2)C(=O)NCCC(C)C)cc1OC (stereo not given),5,9,7,8,-2,0,-3,-1,4
COc1cc(C2c3c(oc4ccccc4c3=O)C(=O)N2Cc2ccncc2)ccc1O (stereo not given),1,-3,-7,6,10,6,-5,-5,11
CN(C1CCS(=O)(=O)C1)S(=O)C12CC3CC(CC(C3)C1)C2 (stereo not given),6,0,8,12,-2,3,0,-2,4
COC(=O)c1[nH]c2ccccc2c1NC(=O)CN1CCCCCC1,-3,-7,-1,11,22,-4,-3,1,-1
COc1ccccc1CNC(=O)COn1nnc2ccc(S(=O)(=O)N3CCOCC3)cc21,2,0,15,5,6,2,0,1,8
Cc1ccc(/C=C/C(=O)NC(=S)Nc2ccccc2C(=O)NC2CCCCC2)cc1,4,1,3,5,15,0,1,-2,8
CCc1c(C)nc2c(C#N)c(C)[nH]n2c1=O,6,-1,-10,2,15,6,5,-2,2
CCCCOC(=O)C1=C(C)NC2(O)c3ccccc3C(=O)C12O (stereo not given),1,-12,-8,-3,-7,1,9,4,5
COc1ccc(/C=C/C(=O)ONC2=NCCCCC2)cc1OC,2,-2,2,51*,1,4,-1,-1,-1
N#C/C=C\Oc1ccc(Cl)cc1N,9,2,6,1,12,5,0,0,-1
O=C1CCC(C(=O)N2CCC(CCO)CC2)CN1Cc1ccc(Cl)cc1 (stereo not given),4,5,-5,-1,9,2,3,-1,4
C=CCC1CCCCC12NC(=O)N(c1ccccc1)N2 (stereo not given),6,5,-1,3,-2,5,2,2,7
CC(C)c1ccc(-c2c(C#N)c(N)nc(SCC(=O)N3CCCCCC3)c2C#N)cc1,.,5,-5,.,-2,4,1,-3,.
CCCNC(=O)CN(C)C(=O)c1n[nH]c2ccccc12,2,10,16,2,7,4,5,2,7
CCOC(=O)/C=C1/N(C)c2ccccc2C1(C)C,5,3,13,6,-3,0,5,1,2
Cc1ccc(NC(=O)NC(=O)COc2c(F)c(F)cc(F)c2F)c(C)c1,5,.,.,-10,1,-2,.,.,6
OCCNNC(=S)NC1CC2C=CC1C2 (stereo not given),2,-5,-13,6,-4,2,-2,0,-4
COc1ccc2c(c1)CCc1c(C(=O)N3CCOCC3)noc1-2,0,5,-4,-7,2,-1,-3,0,2
Cc1cc(C(=O)N/N=C/c2c(C)nn(-c3ccccc3)c2C)c(C)o1,3,10,4,10,-2,2,-4,-1,3
COc1ccc(OCc2nnc(SCC(=O)NCC3CCCO3)n2N)cc1 (stereo not given),2,.,.,-3,4,0,.,.,-1

Reprinted from above, 12 compounds:
Molecule,PAFAH1B2 inh,EBNA-1 inh,ZTA counter,PAFAH2 FP inh,PREPL inhibitor,pPAFAH FP inh,LYPLA2 counter,LYPLA1 inh,PAFAH1B3 inh
CCCCOC(=O)C1=C(C)NC2(O)c3ccccc3C(=O)C12O (stereo not given),1,-12,-8,-3,-7,1,9,4,5
COc1ccc(/C=C/C(=O)ONC2=NCCCCC2)cc1OC,2,-2,2,51*,1,4,-1,-1,-1
N#C/C=C\Oc1ccc(Cl)cc1N,9,2,6,1,12,5,0,0,-1
O=C1CCC(C(=O)N2CCC(CCO)CC2)CN1Cc1ccc(Cl)cc1 (stereo not given),4,5,-5,-1,9,2,3,-1,4
C=CCC1CCCCC12NC(=O)N(c1ccccc1)N2 (stereo not given),6,5,-1,3,-2,5,2,2,7
CC(C)c1ccc(-c2c(C#N)c(N)nc(SCC(=O)N3CCCCCC3)c2C#N)cc1,.,5,-5,.,-2,4,1,-3,.
CCCNC(=O)CN(C)C(=O)c1n[nH]c2ccccc12,2,10,16,2,7,4,5,2,7
CCOC(=O)/C=C1/N(C)c2ccccc2C1(C)C,5,3,13,6,-3,0,5,1,2
Cc1ccc(NC(=O)NC(=O)COc2c(F)c(F)cc(F)c2F)c(C)c1,5,.,.,-10,1,-2,.,.,6
OCCNNC(=S)NC1CC2C=CC1C2 (stereo not given),2,-5,-13,6,-4,2,-2,0,-4
COc1ccc2c(c1)CCc1c(C(=O)N3CCOCC3)noc1-2,0,5,-4,-7,2,-1,-3,0,2
Cc1cc(C(=O)N/N=C/c2c(C)nn(-c3ccccc3)c2C)c(C)o1,3,10,4,10,-2,2,-4,-1,3

Screens as filed in PubChem BioAssay.

Not all compounds are listed; the hit share may differ from the screen's.
